XiGFP reactiv = activators of X-chromosome reactivation in mouse fibroblasts; XiGFP mouse fibroblasts, % GFP-positive cells imaging, 3 d; cells co-treated with 5-aza-dC sensitizer; scaled so ellipticine positive control = 100%; actives 0.055% (n = 360,000); AID 743238; activation, % at 7.58 µM;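 active = mean normalized replicate activation at least 10% and every replicate at or above 10%; inconclusive = only one of the two criteria met; inactive = mean below 10% and not all replicates reach 10%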;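 note: 0% = median of on-plate neutral control wells and 100% = ellipticine 6 µM median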
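Assay system – SV40-immortalized XiGFP fibroblast cells, line 68-5-11 · Buffer or medium – DMEM supplemented with 5-aza-dC as sensitizing agent · Dosing – one concentration, pinned · Benchmarks – positive control ellipticine, 6 µM final · Times – 3 days compound exposure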
INS-1E GSIS act = primary screen for activators of insulin secretion dependent on glucose, INS-1E cells, GLuc reporter luminescence; INS-1E GLuc reporter insulin secretion, 2-3 h; activation, % at 16.6 µM; actives 0.61% (n = 370,000); AID 743287;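 active = lowest replicate activation of at least 40%, so every replicate reaches that level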;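 note: 0% = median of neutral control wells and 100% = median of IBMX positive control wells; some compounds called inactive have numbers as strong as hits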
Casp6 inh = blocks human caspase-6 cleavage activity. purified caspase-6, Z-VEID-R110 cleavage fluorescence. AID 686996. P55212. actives 0.53% (n = 350,000). inhibition, % at 12.5 µM;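 active = mean inhibition across replicates at least about 35%, with every replicate also reaching that limit, limit read from the data; inconclusive = only one of the two criteria met; inactive = neither criterion met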;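 note: 0% = median of neutral control wells and 100% = no fluorescence left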
Target sequence (P55212 24-179 limits assumed): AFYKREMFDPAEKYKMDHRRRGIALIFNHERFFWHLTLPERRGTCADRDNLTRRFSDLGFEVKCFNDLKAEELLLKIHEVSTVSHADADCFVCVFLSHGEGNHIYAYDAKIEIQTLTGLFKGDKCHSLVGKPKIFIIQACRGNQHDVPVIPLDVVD
Target sequence (P55212 194-293 limits assumed): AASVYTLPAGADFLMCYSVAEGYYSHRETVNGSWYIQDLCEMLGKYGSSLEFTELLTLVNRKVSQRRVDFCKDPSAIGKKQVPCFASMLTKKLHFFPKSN
E-sel inducer = E-selectin induction on HUVECs | P16581 | HUVEC E-selectin immunofluorescence imaging; normalized: neutral wells 0, TNF-alpha wells 100 | activation, % at 7.58 µM | actives 0.37% (n = 260,000) | AID 686992;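 active = mean E-selectin-positive cell signal at least 10% of the positive control, reached in at least 60% of replicates, without over 20% cell loss; inconclusive = no rule given, readout overlaps actives, possibly toxicity-flagged; inactive = the rest, including those meeting only one limit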;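 note: in these data hits start at about 27%; measured in HUVEC primary endothelial cells; signal is the percent of cells scored E-selectin positive by PE staining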
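Test system: HUVEC; input: 3,000 HUVEC/well; measured by: immunofluorescence imaging; read-out: % PE-positive cells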
RAD54 branch = inhibitors of human RAD54 branch migration | inhibition, % at 10.4 µM | AID 602329 | actives 0.14% (n = 360,000) | RAD54 Holliday junction branch migration, FAM/BHQ fluorescence;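 active = mean normalized replicate activity at least 40 and at least half of replicates scoring 40 or more; inconclusive = only one of the two criteria met; inactive = mean below 40 and under half of replicates reaching 40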;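 note: 0% = median of neutral control wells and 100% = median of positive control wells; inhibitors cause a drop in the FAM fluorescence signal; in these data hits start at about 50%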
Target sequence (Q92698 whole entry, looked up): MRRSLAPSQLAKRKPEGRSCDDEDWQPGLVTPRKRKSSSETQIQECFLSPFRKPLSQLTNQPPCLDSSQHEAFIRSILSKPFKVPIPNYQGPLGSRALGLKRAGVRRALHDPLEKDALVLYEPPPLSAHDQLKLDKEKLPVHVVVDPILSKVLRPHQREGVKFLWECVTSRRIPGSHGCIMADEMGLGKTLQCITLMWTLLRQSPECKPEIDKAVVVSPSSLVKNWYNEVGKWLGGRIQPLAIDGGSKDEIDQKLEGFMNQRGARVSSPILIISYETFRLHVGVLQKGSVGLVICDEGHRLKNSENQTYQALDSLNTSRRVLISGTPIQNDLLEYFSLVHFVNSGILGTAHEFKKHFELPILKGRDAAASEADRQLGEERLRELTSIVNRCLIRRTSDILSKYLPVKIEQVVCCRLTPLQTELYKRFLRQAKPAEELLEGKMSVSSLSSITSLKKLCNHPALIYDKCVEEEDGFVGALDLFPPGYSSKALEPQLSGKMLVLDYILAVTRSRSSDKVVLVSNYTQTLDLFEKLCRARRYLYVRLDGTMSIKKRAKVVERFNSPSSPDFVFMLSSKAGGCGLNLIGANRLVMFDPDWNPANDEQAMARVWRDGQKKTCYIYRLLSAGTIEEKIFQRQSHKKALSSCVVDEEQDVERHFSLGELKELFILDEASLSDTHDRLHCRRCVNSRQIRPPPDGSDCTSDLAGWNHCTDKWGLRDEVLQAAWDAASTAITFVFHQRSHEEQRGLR
CFTR F508del cor = CFTR F508del correction in bronchial cells | CFBE cells, YFP halide quenching; stimulated with forskolin plus potentiator P3; % fluorescence drop versus neutral controls | activity (quench increase), % at 7.58 µM | actives 0.36% (n = 350,000) | AID 720511;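 active = mean added fluorescence quench of at least 8% versus neutral control, with both replicates also reaching 8%; inconclusive = only one of the mean or replicate conditions met; inactive = mean below 8% and not both replicates reaching 8%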;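 note: cells transiently co-express mutant CFTR-F508del with the halide-sensitive YFP; corrector assay measuring rescue of mutant channel to the surface after 24 h compound exposure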
RAD52 inh = blocks human RAD52 DNA annealing | actives 0.46% (n = 360,000) | recombinant RAD52 DNA annealing, FRET fluorescence | inhibition, % at 18.7 µM | P43351 | AID 651710;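 active = every replicate showing at least 50% inhibition; inconclusive = mean inhibition at least 50% but not in every replicate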
DENV2 CPE rescue = inhibitors of DENV2 cytopathic effect; CPE inhibition, % at 9.99 µM; DENV2-infected cells, cytopathic effect rescue, plate reader; actives 1.7% (n = 350,000); in the data active = CPE inhibition above about 20%, passing the limit was not always enough; inconclusive = no clear call, values can overlap the other calls; tested in BHK-21 cells;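 note: 0% = median of neutral control wells and 100% = median of positive control wells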
* marks the source's active call; other numbers are inactive results; u = inconclusive; x = not tested or not shown; & = joins results of further samples; ! = not active in a repeat.

Screens in order – XiGFP reactiv	CFTR F508del cor	E-sel inducer	DENV2 CPE rescue	INS-1E GSIS act	RAD54 branch	RAD52 inh	Casp6 inh
> CCOC1=C2CN(S(=O)(=O)c3ccc(C)cc3)[C@H](c3ccccc3)C[C@@H]2N(S(=O)(=O)c2ccccc2)[C@H](c2ccccc2)C1
→ 0.3	0.0	-0.2	-1	8	-2	-3	-1
> COc1ccc(Cl)c(-c2cc(C(=O)NCc3ccco3)[nH]n2)c1
→ 0.0	-1.1	0.0	10	-16	0	-36	0
> Cc1cccc(NC(=O)C(C)N2C(=O)c3ccccc3S2(=O)=O)n1 (stereo not given)
→ 0.0	-2.2	-2.2	13	22	5	-10	4
> CCOC(=O)C1(CC)Oc2ccccc2C(c2ccc(OC)cc2)=C1C(=O)OC (stereo not given)
→ 0.0	-2.5	0.0	12	-16	-7	2	5
> CCOc1ccc(N(C(C)C(=O)N2CCOCC2)S(C)(=O)=O)cc1 (stereo not given)
→ 0.2	-2.7	x	0	18	-1	-9	-2
> CO[C@@H]1CN(C)C(=O)c2cc(NC(=O)c3ccccc3)ccc2OC[C@H](C)N(C(=O)C2CC2)C[C@@H]1C
→ 0.1	-2.2	0.1	95*	-7	-3	-1	0
> CCc1ccc(/C=C2/SC(=S)N(CCCC(=O)Nc3cccc(C(=O)O)c3)C2=O)cc1
→ 0.2	-0.5	0.4	0	12	5	1	-1
> COc1ccc(CN2CCNC(=O)C2CC(=O)N(C)Cc2nc(C)cs2)c(OC)c1 (stereo not given)
→ -0.1	-1.4	0.0	u	17	9	-9	0
> Cn1c(=O)c2[nH]c(SCCN3CCCCC3)nc2n(C)c1=S
→ 0.0	0.6	0.3	11	-7	6	-10	-4
> CC(C)c1ccc(/C=C/C(=O)NCCC2=CCCCC2)cc1
→ 0.0	x	x	0	x	0	0	6
> O=C(COC(=O)Cn1cnc2ccccc2c1=O)Nc1cc(Cl)ccc1[N+](=O)[O-]
→ 0.5	x	-2.8	-1	7	x	1	5
> CCCNC(=O)Nc1ccc2c(c1)C(=O)N(C)C[C@@H](OC)[C@H](C)CN(Cc1ccc(-c3ccccn3)cc1)[C@H](C)CO2
→ -0.4	0.0	-0.2	9	-24	-14	-1	-1
> O=C(Nc1ccccc1)N1CC(=O)N2[C@H](C1)[C@H](c1ccc(C#CC3CCCC3)cc1)[C@@H]2CO
→ 0.1	2.8	1.8	7	2	x	-11	1
> C[C@@H]1CN([C@@H](C)CO)C(=O)Cc2cc(NC(=O)Nc3ccc(F)cc3)ccc2O[C@H]1CN(C)Cc1ccc(Cl)c(Cl)c1
→ 0.0	0.7	0.5	2	-15	14	28	-1
> CCCN(CCO)Cc1ccc2ccccc2c1
→ x	-1.3	x	0	6	2	-7	0
> CCc1nc2c(OCc3ccc(Cl)cc3Cl)cccn2c1N(C)C(=O)C(C)C
→ -0.1	2.8	0.0	1	39	-3	-18	2
> Cc1c(C(=O)Nc2c(C)n(C)n(-c3ccccc3)c2=O)oc2c(Cl)cccc12
→ 0.0	-1.7	0.0	u	-5	8	-7	1
> N#CCc1ccc(NC(=O)c2cc(S(=O)(=O)N3CCOCC3)ccc2Cl)cc1
→ 0.2	-1.0	0.0	60*	-2	-4	-8	1
> C[C@H]1CCCCO[C@H](CN(C)Cc2ccc3c(c2)OCO3)[C@@H](C)CN([C@@H](C)CO)C(=O)c2cc(NS(=O)(=O)c3cccs3)ccc2O1
→ 0.5	1.5&1.4	-0.2	41*!	7	7&-6	x	x
> C[C@@H]1CN([C@@H](C)CO)C(=O)c2cc(NC(=O)Cc3ccccc3)ccc2O[C@@H]1CN(C)Cc1ccc(-c2ccccc2)cc1
→ 0.1	0.1	-0.7	x	-33	x	x	x
> NCC(O)CN1CCN(Cc2ccccc2)CC1 (stereo not given)
→ 0.2	0.7	0.0	-4	2	-13	3	x
> CC=Cc1ccc2n(c1=O)C[C@H]1[C@H](CO)[C@@H](C(=O)N[C@H](C)c3ccccc3)[C@@H]2N1Cc1ccncc1 (mixture of isomers)
→ 0.0	-1.3	0.1	11	-2	4	-3	-1
> COc1ccc(-c2ccc3c(c2)O[C@H](CN(C)CC2CCOCC2)[C@@H](C)CN([C@@H](C)CO)S3(=O)=O)cc1
→ -0.7	0.4	-0.5	-2	19	-14	-7	0
> Cc1ccc(S(=O)(=O)NCCc2nnc3ccc(SCc4cccnc4)nn23)cc1
→ -0.1	-0.1	x	-5	6	x	-10	1
> CCCCN1C(=O)NC(NC(=O)C2CC2)(C(F)(F)F)C1=O (stereo not given)
→ 0.1	-1.1	x	x	9	-1	-8	0
> OCC1OC(n2cnc3c(N4CCCCC4)ncnc32)C(O)C1O (stereo not given)
→ 0.3	4.1	0.3	-5	x	x	-1	-1
> O=C(Nc1ccc(N2CCOCC2)c(Cl)c1)c1ccc(-n2cnnc2)cc1
→ -0.1	1.4	-0.1	u	2	19	6	-5
> CCOC(=O)c1c(C)[nH]c(C(=O)N/N=C/c2ccc(OC)c(OC)c2)c1C
→ -0.1	9.8*	x	3	32	1	-7	-3
> C[C@H]1CN([C@@H](C)CO)C(=O)Cc2cc(NC(=O)CCCCCC(=O)Nc3ccccc3N)ccc2O[C@@H]1CN(C)C(=O)Nc1ccc(F)cc1
→ -0.2	-1.8	-3.6	0	-6	x	-8	-2
> CCN(C[C@@H]1[C@@H](c2ccc(-c3ccccc3)cc2)[C@H](CO)N1C(C)=O)C(C)=O
→ 0.0	-0.1	-0.6	22*	-4	2	-4	0
> COc1ccc(NC(=O)Nc2ccc3c(c2)CC(=O)N([C@@H](C)CO)C[C@@H](C)[C@@H](CN(C)S(=O)(=O)c2ccc(OC)cc2)O3)cc1
→ 0.4	-0.6	0.0	-2	1	-3	-12	1
> COc1ccc(CNC(=O)COC(=O)Cc2ccsc2)cc1
→ 0.0	-1.1	x	x	-5	-6	-14	13
> CCC(=O)N1[C@@H](CO)[C@@H](c2ccccc2)C12CN(Cc1cccnc1)C2
→ 0.3	1.3	0.0	-1	7	x	-20	3
> CCOC(=O)C(=CNc1cc(C)ccc1-n1cccc1)C(=O)OCC
→ 0.1	-5.1	1.8	5	9	14	-17	5
> C[C@@H]1CN([C@@H](C)CO)C(=O)Cc2cc(NC(=O)C3CCCCC3)ccc2O[C@H]1CN(C)S(=O)(=O)c1cccs1
→ 0.0	0.7	-0.3	-6	2	1	5	2
> CCOC1=C2CN(S(=O)(=O)c3ccc(C)cc3)C(c3ccc(CC)cc3)CC2n2c(=O)n(-c3ccccc3)c(=O)n2C1 (stereo not given)
→ 0.1	3.6	1.0	1	9	x	-9	-3
> CCCC(=O)Nc1ccc2c(c1)C(=O)N(C)C[C@@H](OC)[C@@H](C)CN(Cc1ccncc1)[C@H](C)CO2
→ 0.8	1.8	0.2	x	7	x	x	x
> N#Cc1cc2cc3c(cc2nc1NCCNC(=S)NCCCN1CCOCC1)OCO3
→ 0.2	2.3	3.0	10	7	x	72*	-5
> O=C(COC(=O)c1ccc(S(=O)(=O)C(F)F)cc1)Nc1ccccc1C(=O)NC1CC1
→ -0.7	-4.9	-0.1	u	5	3	-6	-2
> C[C@@H]1CN([C@@H](C)CO)S(=O)(=O)c2ccc(Br)cc2O[C@H]1CN(C)Cc1cncnc1
→ 0.4	5.2	0.1	3	17	12	13	-1
> COc1ccc(C(=O)Nc2ccc(NC(=O)c3cc(OC)c(OC)c(OC)c3)cn2)cc1
→ 0.2	0.8	0.0	5	10	-7	-4	-1
> CCCSc1ccccc1C(=O)N1CCN(C(=O)c2ccco2)CC1
→ -0.1	0.2	0.4	-5	-11	4	1	x
> CO[C@@H]1CN(C)C(=O)c2ccc(NC(=O)CC(F)(F)F)cc2OC[C@H](C)N(C(C)=O)C[C@H]1C
→ 0.4	2.8	-0.1	1	17	x	-53	-3
> Cc1ccccc1OCCC(=O)OCC(=O)NC1CCCCC1
→ 0.0	-3.9	x	3	11	-8	-6	2
> Cn1cccc1CNC(=S)Nc1ccccc1Cl
→ 0.0	-1.8	0.1	-1	-4	x	-2	2
> COc1cccc(OCCn2cc(C=O)c3ccccc32)c1
→ 0.0	-9.0	x	3	-9	8	-26	1
> COCC(=O)N1CCC2(CC1)CN(S(C)(=O)=O)[C@H](CO)c1c2c2ccc(OC)cc2n1C
→ 0.1	-1.5	-0.2	1	4	x	-1	x
> C[C@H](CO)N1C[C@H](C)[C@H](CN(C)C(=O)C2CCC2)Oc2ncc(C#CC(C)(C)O)cc2C1=O
→ -0.9	0.8	-0.2	-5	15	-11	-3	1
> N#C/C(=C\c1ccc(O)c(O)c1)C(=O)N1CCc2ccccc21
→ 0.0	3.4	-0.2	-1	x	-8	-45	x
> COc1ccc(C(O)P(=O)(OCC(C)C)c2ccc(N(C)C)cc2)c(OC)c1 (stereo not given)
→ 0.0	-0.6	0.8	u	-14	0	-9	2
> Cc1cc(C(=O)Cn2nc(C(=O)O)c3ccccc3c2=O)c(C)n1C1CC1
→ 0.1	3.8	0.2	4	2	x	-14	-1
> O=C(NC1CCCC1)c1ccc(CS(=O)(=O)c2ccc(Cl)cc2)o1
→ 0.0	2.2	x	-2	5	1	-5	-1
> CCCCn1c(N)c(N(CC)C(=O)c2ccc(-c3ccc(Cl)cc3)o2)c(=O)[nH]c1=O
→ 0.3	-3.2	-0.4	-1	2	0	-21	-3
> O=C(O)/C=C/C(=O)Nc1ccc(-n2ccc(C(F)(F)F)n2)cc1
→ 0.3	0.8	5.1	-2	x	x	-16	1
> COC(=O)c1ccc(NS(=O)(=O)c2ccc(-c3cc(C)no3)s2)cc1
→ 0.1	2.0	-0.1	-5	0	x	-14	3
> Cc1ccc(S(=O)(=O)Nc2ccc3c(c2)CCC3)cc1C
→ 0.3	x	1.0	x	-3	-4	x	x
> COc1ccc(/C=N/NC(=O)c2cccc(OC(F)(F)C(F)F)c2)cc1O
→ -0.1	x	0.1	6	15	x	8	-11
> O=[N+]([O-])c1cc(Cl)cc(/C=N/NC(=S)Nc2ccc(S(=O)(=O)N3CCOCC3)cc2)c1O
→ -0.2	1.5	x	-4	8	17	-12	20
> O=C(Nc1ccc([N+](=O)[O-])c(NC(=O)c2cccnc2)c1)c1cccnc1
→ -0.1	1.3	1.1	6	-5	-5	-7	0
> C[C@@H]1CN([C@@H](C)CO)C(=O)Cc2cc(NC(=O)Cn3cnnn3)ccc2O[C@@H]1CN(C)C(=O)Nc1ccc(C(F)(F)F)cc1
→ -0.9	-2.1	-7.4	0	-6	3	11	-2

Other entries:
Screens in order – XiGFP reactiv	CFTR F508del cor	E-sel inducer	DENV2 CPE rescue	INS-1E GSIS act	RAD54 branch	RAD52 inh	Casp6 inh
> COc1ccc(C(=O)Nc2ncc3c(n2)CC(c2ccco2)CC3=O)cc1 (stereo not given)
→ x	x	x	x	6	4	-18	6
> O=C(NCCc1ccccc1)[C@@H]1[C@@H](CO)[C@@H]2Cn3c(cccc3=O)[C@H]1N2C(=O)C1CCC1
→ 0.0	0.7	-0.1	0	13	2	20	-1
> O=C(Nc1ccccc1)N[C@@H]1CC[C@H](CCNS(=O)(=O)c2cccc(F)c2)O[C@@H]1CO
→ 0.2	0.8	-0.3	-6	-3	0	1	-2
> O=C(c1cccs1)N1CCN(c2nc3ccc([N+](=O)[O-])cc3s2)CC1
→ -0.7	-3.3	-0.8	11	2	x	-3	5

From PubChem BioAssay
